BoNT F protease: BoNT F light chain protease inhibition | 360,000 compounds, 0.22% hits | Multiplex microsphere protease cleavage assay, flow cytometry | AID 588497 | inhibition, % at 10 µM; in the data active = inhibition above about 35%, passing the limit was not always enough; inconclusive = no clear call, values can overlap the other calls; also: plate controls were buffer without enzyme for full effect and enzyme alone for no effect
CCHF vOTU inh: CCHFV vOTU protease inhibition; Pep-AMC fluorescence; inhibition, % at 11.5 µM; 370,000 compounds, 0.55% hits; also: 0% = vehicle wells with enzyme and 100% = no enzyme wells
UGM FP inh: Mtb UDP-galactopyranose mutase inhibition | inhibition, % at 10 µM | 320,000 compounds, 0.06% hits | P9WIQ1 | purified UGM, fluorescence polarization probe displacement; in the data active = inhibition above about 10%, passing the limit was not always enough; inconclusive = no clear call, values can overlap the other calls
Target sequence (P9WIQ1 whole entry, looked up): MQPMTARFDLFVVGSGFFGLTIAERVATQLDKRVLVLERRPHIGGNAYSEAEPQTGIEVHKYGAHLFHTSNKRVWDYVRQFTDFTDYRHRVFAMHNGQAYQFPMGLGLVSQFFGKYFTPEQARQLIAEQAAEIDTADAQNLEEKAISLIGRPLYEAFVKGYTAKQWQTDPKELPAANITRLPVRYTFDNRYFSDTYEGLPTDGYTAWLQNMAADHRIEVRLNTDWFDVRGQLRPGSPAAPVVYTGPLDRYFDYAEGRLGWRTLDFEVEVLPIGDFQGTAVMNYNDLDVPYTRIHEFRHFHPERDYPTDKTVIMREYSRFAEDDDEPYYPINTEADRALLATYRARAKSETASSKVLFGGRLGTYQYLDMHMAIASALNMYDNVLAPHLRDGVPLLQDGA
FadD28 FP inh: M. tuberculosis FadD28 bisubstrate binding inhibition. FadD28 bisubstrate probe binding, fluorescence polarization. inhibition, % at 12.5 µM. 360,000 compounds, 0.22% hits; in the data active = inhibition above about 8.5%, passing the limit was not always enough; inconclusive = no clear call, values can overlap the other calls
Mtb FBA inh: inhibits M. tuberculosis FBA enzyme; P9WQA3; purified M. tuberculosis FBA, fluorescence read-out; inhibition, % at 1 µM; 360,000 compounds, 2.3% hits; AID 588726; in the data active = inhibition above about 27%;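 also: 0% = vehicle and 100% = reference inhibitor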
Target sequence (P9WQA3 whole entry, looked up): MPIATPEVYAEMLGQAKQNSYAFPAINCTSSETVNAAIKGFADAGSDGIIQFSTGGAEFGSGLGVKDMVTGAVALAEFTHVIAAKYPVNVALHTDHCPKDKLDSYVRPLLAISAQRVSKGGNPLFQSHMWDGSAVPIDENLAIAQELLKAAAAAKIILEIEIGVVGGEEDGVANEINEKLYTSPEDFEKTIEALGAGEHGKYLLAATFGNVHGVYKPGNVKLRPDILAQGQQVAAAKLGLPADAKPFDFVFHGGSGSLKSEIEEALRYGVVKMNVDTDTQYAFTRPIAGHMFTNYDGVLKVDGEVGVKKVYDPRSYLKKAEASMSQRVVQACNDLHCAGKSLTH
GDH-TPI inh: GDH-TPI coupled enzyme inhibition counter-screen; GDH-TPI coupled enzyme counterscreen, NADH absorbance; inhibition, % at 4.8 µM; 360,000 compounds, 1.2% hits; AID 588335;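 also: 0% = DMSO wells and 100% = wells lacking the enzyme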
MazF activator: increases E. coli MazEF RNase cleavage of RNA. FAM/BHQ RNA-DNA oligo cleavage fluorescence, 5 h. 350,000 compounds, 0.32% hits. activation, % at 20 µM; in the data active = activation above about 50%
Target sequence (P0AE70 whole entry, looked up): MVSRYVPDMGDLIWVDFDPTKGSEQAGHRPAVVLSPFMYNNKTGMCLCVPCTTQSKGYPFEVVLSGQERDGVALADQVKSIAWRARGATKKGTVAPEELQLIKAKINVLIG
Mtb BioA inh: blocks M. tuberculosis BioA enzyme activity. inhibition, % at 9.99 µM. 360,000 compounds, 0.096% hits. AID 602481. purified M. tuberculosis BioA enzyme, plate reader; in the data active = inhibition above about 40%; inconclusive = no clear call, values can overlap the other calls
Rv3671c inh: inhibits the M. tuberculosis serine protease Rv3671c | P9WHR9 | inhibition, % at 5.96 µM | 320,000 compounds, 0.048% hits | AID 2606; in the data active = inhibition above about 38%;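 also: extracellular domain of Rv3671c used as enzyme; 0% = enzyme with DMSO and 100% = no enzyme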
DUSP3 inh: DUSP3 (human) phosphatase inhibition | P51452 | recombinant VHR phosphatase, pNPP absorbance | inhibition, % at 13.3 µM | 290,000 compounds, 0.52% hits | AID 1654; in the data active = inhibition above about 50%; also: some compounds called inactive have numbers as strong as hits
* hit, by the source's call; u = inconclusive; x = not tested or not shown; + = active, no number. Rule as the data show it, unless noted: active = inhibition above about 30%; inactive = the rest.

structure	BoNT F protease	CCHF vOTU inh	UGM FP inh	FadD28 FP inh	Mtb FBA inh	GDH-TPI inh	MazF activator	Mtb BioA inh	Rv3671c inh	DUSP3 inh
Cn1c2ccc(F)cc2c2ncn(Cc3ccccn3)c(=O)c21	9	-7	-0.9	-0.3	27*	18	-3	x	-4	27
O=C(NNC(=O)c1cccc(-n2cccc2)c1)c1ccc(F)cc1	3	-15	1.2	-0.6	-2	-1	6	-1.3	-5	x
O=C(NC1CC1)c1ccc2snnc2c1	0	-9	-2.8	-1.3	3	1	12	x	-11	12
Cc1nnc(SCC(=O)NC(=O)NC2CCCC2)n1N	5	14	-1.0	-3.3	4	-4	0	x	-4	13
Cc1ccc(C(=O)OCC(=O)Nc2sc3c(c2C#N)CCC3)cc1	10	-14	-3.0	-1.5	-1	-6	2	0.7	-6	-7
O=C1C2CC=CCC2C(=O)N1CC1CCCO1 (centres undefined)	17	-1	3.4	-1.7	6	8	3	0.9	3	-16
CCOc1cc(NC(=S)NCC2CCCO2)c(OCC)cc1NC(=O)c1ccc(C)cc1 (centres undefined)	-4	2	7.9	0.2	-1	0	-4	x	-11	0
CC1([N+](=O)[O-])COP(=O)(NC2CC2)OC1 (centres undefined)	-6	3	x	-1.9	-3	-3	13	x	x	x
COC(=O)/C(=C\c1ccc2c(c1)c1ccccc1n2C)NC(=O)c1ccccc1	-4	-17	1.5	-0.8	0	21	-2	-0.9	-20	7
COc1ccc(CCNC(=O)C(=O)NCC2OCCN2S(=O)(=O)c2ccccc2)cc1 (centres undefined)	2	-1	-3.2	1.6	3	18	5	-1.9	-7	10
FC(F)(F)Oc1ccc(Nc2nc3ccccc3o2)cc1	-11	11	4.1	0.4	-1	6	5	0.7	3	0
CCOC(=O)/C(=N/Nc1ccc(Cl)cc1)Sc1nnnn1-c1ccc(C)cc1	-2	-12	-1.6	-1.0	-1	4	2	x	-9	-2
CC1(c2nnc(-c3ccc(F)cc3)o2)CC(c2ccc(Cl)cc2)=NO1 (centres undefined)	-1	-8	0.0	-5.6	3	-4	1	1.1	-1	4
CCC(C)C(=O)OCC1(c2ccc(C)cc2OC(=O)C(C)C)CO1 (centres undefined)	-6	2	2.9	-3.0	-2	9	2	0.1	-3	22
CC1CCN(C(=S)NC(=O)C2CCCCC2)CC1	-6	11	-1.3	-0.7	-3	-3	9	1.6	0	41
N#CC(C#N)=Cc1ccc(-c2ccc(S(=O)(=O)N=C(N)N)cc2)o1	-4	-16	1.4	-7.6	-1	6	17	-1.3	-37	4
CCN1C(=O)C(O)(CC(=O)c2ccc(-n3cccc3)cc2)c2ccccc21 (centres undefined)	5	4	-1.4	-5.4	-4	2	1	-1.8	-2	45
COc1ccccc1CNC(=O)COC(=O)c1ccncc1	-14	-1	0.3	-0.7	-1	2	-3	-0.8	1	x
COc1cccc(C(=O)NOCc2ccccc2)c1OC	4	-9	-0.8	-0.6	-1	3	6	0.1	6	x
Cn1c(CCc2ccccc2)n[nH]c1=S	-4	-18	-0.6	-2.4	-1	2	-12	x	2	10
CC1c2nc3ccccc3n2C(CC(=O)NCCCN2CCOCC2)C(=O)N1Cc1ccccc1 (centres undefined)	-2	-3	0.1	-1.8	5	3	8	-1.9	0	-26
CCOC(=O)/C(C#N)=C/c1cc(C)n(-c2ccc(C)cc2)c1C	6	14	1.6	1.5	0	12	-4	-0.7	-5	4
O=C(NCCNc1cc(Cl)ccc1[N+](=O)[O-])c1ccco1	-10	0	-2.4	-3.0	-5	4	3	0.3	5	27
COc1ccc(C(c2nnnn2C2CCCC2)N2CCN(c3ccccc3)CC2)cc1 (centres undefined)	-6	10	2.9	2.1	7	6	-5	-7.0	-5	-9
Cn1c(N)c(C(C[N+](=O)[O-])c2ccccc2Cl)c(=O)n(C)c1=O (centres undefined)	10	-3	0.0	-1.1	6	0	2	1.8	1	x

Additional results follow.
structure	BoNT F protease	CCHF vOTU inh	UGM FP inh	FadD28 FP inh	Mtb FBA inh	GDH-TPI inh	MazF activator	Mtb BioA inh	Rv3671c inh	DUSP3 inh
CC(=O)N1CCOc2ccc(S(=O)(=O)Nc3ncccc3C)cc21	3	15	-2.3	-5.1	0	16	3	-0.1	1	7
O=C(OCCN1C(=O)c2ccccc2C1=O)c1cc(S(=O)(=O)N2CCOCC2)ccc1Cl	-3	3	1.1	-3.8	8	-4	4	7.3	-1	18
Cn1c(SCc2ccccc2C#N)nnc1-c1ccncc1	11	-8	-0.5	-4.6	-1	-4	5	0.6	-6	16
C/C(=N\NC(=O)c1ccc([N+](=O)[O-])cc1)c1cc2ccccc2oc1=O	8	7	-1.0	-0.2	-1	32*	1	-1.0	-2	34
C=CCn1c2ccccc2c(=O)c2cc(C#CC[C@@H](C)O)ccc21	2	-106	3.6	-5.8	+	13	-4	-1.0	-25	x
CC1CCCCC1NC(=O)CCS(=O)(=O)c1ccc(Cl)cc1 (centres undefined)	-20	-4	-2.3	0.4	1	-4	1	1.2	1	x
COc1ccc2c(c1)CCc1c(C(=O)N3CC4(C)CC3CC(C)(C)C4)noc1-2 (centres undefined)	-11	14	-0.6	-2.1	-1	14	-4	-1.8	-12	-12
CCOC(=O)N1CCN(S(=O)(=O)c2ccc(Br)s2)CC1	u	6	1.7	-0.1	5	-1	8	2.6	3	-12
CCN(CC)S(=O)(=O)c1cc(C(=O)Nc2cc(S(=O)(=O)N3CCOCC3)ccc2N2CCCC2)ccc1F	-3	-13	x	-2.0	0	3	1	0.0	x	x
CC1=C(C(=O)Nc2cccc(C(=O)NCc3ccccc3C)c2)SCCO1	-1	2	1.5	0.3	1	5	16	4.3	-5	2
CCOC(=O)C1CCN(C(=O)CSc2cc(=O)n(C)c3ccccc23)CC1	0	-10	3.2	-1.9	5	2	2	-0.2	-3	5
O=C(CCl)Nc1cc(-c2ccccc2)nn1-c1ccccc1	4	-2	0.0	-0.1	0	2	1	x	1	42
Cc1cc2oc(=O)cc(-c3ccccc3)c2c(C)c1-c1ccc(C#N)cc1	-4	16	x	0.2	1	4	6	1.9	x	x
COCCN(C(=O)COC(=O)Cc1cccc2ccccc12)c1c(N)n(Cc2ccccc2)c(=O)[nH]c1=O	-4	3	-2.7	0.3	1	3	4	0.0	-3	24
COc1ccc(C(=O)N2CCCCC2c2cc(C(=O)NCc3ccc(Cl)c(Cl)c3)no2)cc1 (centres undefined)	-2	0	x	-1.3	-1	-5	x	-1.1	x	x
COC(=O)NNC(=O)c1ccc(C)c(Br)c1	-3	-4	1.0	-1.5	3	-4	-1	-0.9	-6	4
COc1ccc(C(O)(CCN2CCCCC2)C2CCCCC2)cc1 (centres undefined)	0	-11	-1.0	-4.2	-3	-4	9	-1.9	1	2
CC1(C(=O)Nc2c(F)c(F)c(F)c(F)c2F)CC1(Br)Br (centres undefined)	u	-5	-0.7	-0.5	4	10	-3	-0.5	-4	17
Cc1c(C(=O)c2cccc([N+](=O)[O-])c2)c2ccccn2c1CCC#N	-3	-16	-6.5	-4.6	-3	12	3	11	-2	-4
Cc1n[nH]c(=O)c2c(NC(=O)COC(=O)c3cccc(OC(F)F)c3)oc(C)c12	x	20	-1.9	-0.4	2	8	6	0.0	-2	x
O=C(CCCNC(=O)c1ccc(Cl)cc1)Nc1ccccc1F	-16	17	-0.1	0.0	7	-6	1	0.9	9	7
CCc1cc2c(=O)c(-c3ccc4c(c3)OCCO4)coc2c(CN2CCCCC2C)c1O (centres undefined)	-10	-49	4.0	1.3	45*	14	-1	3.8	-1	26
O=C(NCc1ccncc1)c1cccc(S(=O)(=O)Nc2ccc(F)cc2)c1	18	8	x	-0.9	0	4	3	-1.4	x	x
COc1ccc(OC)c(NC(=O)CN(C)CCOc2ccc(Br)cc2)c1	-4	12	9.1	-1.3	2	6	-11	-1.9	0	20
Cc1ccc(NC(=O)CSc2nc(=O)n(CCCN(C)C)c3c2CCC3)c(C)c1	6	-6	-2.0	-0.6	0	8	8	-0.6	7	x

(more compounds)
structure	BoNT F protease	CCHF vOTU inh	UGM FP inh	FadD28 FP inh	Mtb FBA inh	GDH-TPI inh	MazF activator	Mtb BioA inh	Rv3671c inh	DUSP3 inh
COc1ccc(C(CNS(=O)(=O)c2ccc(NC(C)=O)c(OC)c2)N2CCCCC2)cc1 (centres undefined)	-6	-3	0.4	-2.6	1	-9	3	0.6	0	x
COC(=O)c1ccc(N2CCN(S(=O)(=O)c3ccccc3)CC2)c([N+](=O)[O-])c1	-2	-13	1.7	-1.8	1	2	4	x	5	7
Cc1cc(C)n(-c2nc(SCCN(C)C)c3c4c(sc3n2)CCCC4)n1	-9	-9	0.0	-3.1	10	11	17	x	-2	21
Cc1nnc(NC(=O)c2ccc(-c3ccc(Cl)cc3)o2)s1	x	-6	3.1	-1.4	2	19	1	-1.2	0	x
Cc1cc(C(C)(C)C)cc(C)c1CCNC(=O)c1c(C)noc1C	-3	1	x	-2.4	-3	1	-7	1.2	x	x
CC1(C(=O)Nc2ccc3c(c2)OCO3)CCN1C(=O)Cc1cccc2ccccc12 (centres undefined)	-6	5	x	-2.6	5	7	x	-0.2	x	x
CCOc1ccc(Cl)cc1S(=O)(=O)NCc1ccccn1	20	-1	-1.8	-4.8	-2	-7	-2	x	1	9
Cc1ccc(CNC(=O)CN(C)S(=O)(=O)c2ccc(F)cc2)cc1	-9	-8	2.6	-1.6	1	0	-5	x	9	x
CC(=O)OC(CC(=O)O)C[N+](C)(C)C (centres undefined)	-2	-3	-1.0	-1.0	2	0	6	-0.3	-1	1
Oc1c(Cl)cc(Cl)cc1CNn1cnnc1	-3	1	x	-3.2	0	0	-7	x	1	-19
COP(=O)(NS(=O)(=O)c1ccccc1)OC	-3	-7	-1.4	-3.4	1	3	8	x	-4	16
NC(=O)c1ccc(NC(=O)COC(=O)c2ccc3ccccc3n2)cc1	2	7	0.0	-3.1	1	5	-2	0.6	5	x
N#Cc1cc2c(nc1SCc1ccccc1)CCC2	-6	-2	1.4	-0.5	-4	19	-3	x	3	31

A draw from above in order of number of heavy atoms, largest number first.
structure	BoNT F protease	CCHF vOTU inh	UGM FP inh	FadD28 FP inh	Mtb FBA inh	GDH-TPI inh	MazF activator	Mtb BioA inh	Rv3671c inh	DUSP3 inh
CCN(CC)S(=O)(=O)c1cc(C(=O)Nc2cc(S(=O)(=O)N3CCOCC3)ccc2N2CCCC2)ccc1F	-3	-13	x	-2.0	0	3	1	0.0	x	x
Cc1cc2oc(=O)cc(-c3ccccc3)c2c(C)c1-c1ccc(C#N)cc1	-4	16	x	0.2	1	4	6	1.9	x	x
O=C1C2CC=CCC2C(=O)N1CC1CCCO1 (centres undefined)	17	-1	3.4	-1.7	6	8	3	0.9	3	-16

Screening data as filed in PubChem.
